ASM inhibitor: Inhibitors of Secretory Acid Sphingomyelinase (S-ASM): qHTS | AID 504937, 2011 | 0.006% of 340,000 active | Sphingomyelin phosphodiesterase (Homo sapiens), P17405 | Potency, µM (titrated, usually from 57.5 µM), for inactives: top-dose activity change, negative = inhibition, most hits filed as inhibitors | placental ASM, HMU-PC fluorogenic substrate, 60 min; also: potency is read from the fitted curve at half-maximal effect
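qHTS format. ASM enzyme prepared from human placenta hydrolyses the fluorogenic substrate HMU-PC0 (9 uM final) over 60 min at 37 °C after a 10 min compound preincubation.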
Mito fusion yeast: qHTS Assay for Small Molecule Inhibitors of Mitochondrial Division or Activators of Mitochondrial Fusion | S. cerevisiae fusion-defective mutant growth rescue, CellTiterGlo 48 h | Potency, µM (highest dose often 46.1 µM), for the others: at the top dose growth rescue (activation), hits mostly activators | 0.23% of 320,000 active;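 also: potency is read from the fitted curve at half-maximal effect; % of control where 0% means no effect; nearly all actives have a fitted effect of over 45% in size; temperature-sensitive fusion mutants such as fzo1-1 at 37 °C on non-fermentable ethanol glycerol medium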
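Growth-rescue viability read-out: after 48 h at the non-permissive 37C in glycerol/ethanol YPEG, yeast mitochondrial fusion mutants are measured by CellTiterGlo luminescence; compounds (23 nl pinned per well) restoring growth score as division inhibitors or fusion activators.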
GALK inhibitor: qHTS Assay for Inhibitors of Human Galactokinase (GALK); Purified GALK, Kinase-Glo residual ATP luminescence; AID 1868, 2009; 0.007% of 270,000 active; P51570; Potency, µM (series often up to 57.5 µM), for the others: top-dose activity change, negative = inhibition, actives largely listed as inhibitors; also: potency is read from the fitted curve at half-maximal effect; % is scaled to controls: 0 for no effect and ±100 for the full control effect
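Compounds were pin-transferred into ATP buffer (35 uM final), then GALK plus galactose (5 nM, 100 uM final) was added. After 1 h at room temperature, Kinase-Glo Plus was added and luminescence read after 10 min.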
Eya2 phos inh: qHTS Assay for Inhibitors of the Phosphatase Activity of Eya2; Potency, µM (highest dose often 76.9 µM), for the others: at the top dose activity, negative = inhibition, most hits filed as inhibitors; AID 488837, 2010; recombinant Eya2, OMFP fluorescence dephosphorylation (OMFP is methylfluorescein phosphate); 0.006% of 330,000 active; Protein phosphatase EYA2 (Homo sapiens), O00167; also: potency is read from the fitted curve at half-maximal effect; % is scaled to controls: 0 for no effect and ±100 for the full control effect
Target sequence (O00167 whole entry, looked up): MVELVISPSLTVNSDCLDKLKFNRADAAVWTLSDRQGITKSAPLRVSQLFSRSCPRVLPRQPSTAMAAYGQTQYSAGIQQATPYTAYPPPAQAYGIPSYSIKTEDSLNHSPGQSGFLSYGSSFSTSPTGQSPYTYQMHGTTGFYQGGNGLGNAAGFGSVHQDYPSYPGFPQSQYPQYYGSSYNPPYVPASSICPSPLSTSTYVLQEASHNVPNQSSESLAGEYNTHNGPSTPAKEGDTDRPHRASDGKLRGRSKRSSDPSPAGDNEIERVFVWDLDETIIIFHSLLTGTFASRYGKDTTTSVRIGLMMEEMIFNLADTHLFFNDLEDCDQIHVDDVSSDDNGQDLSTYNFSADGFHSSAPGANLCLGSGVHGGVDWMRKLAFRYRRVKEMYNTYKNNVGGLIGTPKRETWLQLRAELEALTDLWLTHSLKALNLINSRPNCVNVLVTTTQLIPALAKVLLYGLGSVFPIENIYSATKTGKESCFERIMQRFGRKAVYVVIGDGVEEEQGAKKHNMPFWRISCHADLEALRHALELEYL
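Eya2 (0.2 uM) preincubated 10 min at ambient with compound, then OMFP substrate added at 50 uM; 10 min reaction in 50 mM HEPES pH 7.5, 50 mM NaCl, 5 uM MgCl2, 0.05% BSA, 1 mM DTT. Fluorescence read at Ex 485/Em 525 nm.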
USP2a block: qHTS Assay for Inhibitors of Ubiquitin-specific Protease USP2a Using CHOP2 as the Reporter; AID 463254, 2010; Ubiquitin carboxyl-terminal hydrolase 2 (Homo sapiens), O75604; Potency, µM (top dose mostly 38.3 µM), for inactives: at the top dose activity change, negative = inhibition, actives largely listed as inhibitors; USP2 core, Ub-CHOP2 coupled fluorogenic reporter, 485/531; 0.01% of 330,000 active;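 also: potency is read from the fitted curve at half-maximal effect; plate controls were DMSO wells for no effect and full inhibition by NEM control for full effect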
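Cell-free coupled assay: 10nM USP2 core preincubated 30min RT with compound in Tris-HCl pH 8.0/CaCl2/CHAPS buffer, then 25nM Ub-CHOP2 and 25nM reporter substrate; fluorescence (Ex 485/Em 531) read after 60min RT, normalized to NEM inhibition, concentration-response curves fitted.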
KCNH2 WT inh: qHTS for Inhibitors of KCHN2 3.1: Wildtype qHTS; U2OS, BacMam KCNH2, thallium flux FluxOr; hits give low values; activity change, % at 1.84 µM; Voltage-gated inwardly rectifying potassium channel KCNH2 (Homo sapiens), Q12809; AID 720551, 2013; 0.37% of 340,000 active;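 active = maximum activity change below -70%; inconclusive = maximum activity change between -70% and -50%; inactive = maximum activity change above -50%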; also: % is scaled to controls: 0 for no effect and ±100 for the full control effect
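U2OS cells transduced with wild-type KCNH2 virus are loaded with FluxOr dye for 45 min, and thallium flux is measured in kinetic reads before and after stimulation buffer. Rate constants are normalized to DMSO controls.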
TSHR antagonist: Antagonists of the Thyroid Stimulating Hormone Receptor: HTS campaign. Thyrotropin receptor (Homo sapiens), P16473. activity change, negative = inhibition, % at 11.5 µM. TSHR-expressing cells, TSH-stimulated cAMP HTRF, 2 h; hits give low values. 0.2% of 330,000 active. AID 504810, 2011;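 active = activity change below a set negative limit, meaning inhibition stronger than a set level, cut at about -70% in these data; inconclusive = activity change between two set negative limits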; also: % is scaled to controls: 0 for no effect and ±100 for the full control effect
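Competitive HTRF cAMP read-out (cryptate anti-cAMP antibody, cAMP-d2; 30 min, room temperature) in freshly harvested TSHR cells. Compounds added before TSH at EC80 (4nM final), followed by 2 hours' incubation at 37 deg C.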
Chronic BCR inh: qHTS Assay to Find Inhibitors of Chronic Active B-Cell Receptor Signaling | 0.05% of 340,000 active | Potency, µM (top dose mostly 46.1 µM), for inactives: at the highest dose ratio change, negative = lower green/red ratio, hits mostly inhibitors | ABC-DLBCL IkBa-CBG/CBR reporter, luminescence ratio, 4 h; active = well fitted inhibition curve with a large enough effect in the signal ratio, with a control signal flat, not every such curve was filed as active; inconclusive = small, poorly fitted or top-dose-only effect, or effect the other way, or a change in a side signal; the % refers to the signal ratio;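 also: potency is read from the fitted curve at half-maximal effect; plate controls were basal doxycycline-induced cells for no effect and cells given 10 µM MG132 for full effect; MG132 reads +100%, hits lower the ratio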
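Cell line TMD8 (human ABC DLBCL), stably expressing tet-inducible CBG68-IkBa fusion and CBR; IMDM/0.5% FBS; cpd up to 46 uM; dox induction, 4 h, 37C/5% CO2; dual luminescence; green/red ratio; MG132 control.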
PKM2 act: qHTS Assay for Activators of Human Muscle isoform 2 Pyruvate Kinase; Pyruvate kinase PKM (Homo sapiens), P14618; purified PKM2, Kinase-Glo ATP luminescence, activation; response scale: 0% is enzyme alone, no compound; Potency, µM (series often up to 57.5 µM), for the others: at the top dose activation, hits mostly activators; 0.34% of 260,000 active; also: potency is read from the fitted curve at half-maximal effect; % is scaled to controls: 0 for no effect and ±100 for the full control effect; nearly all actives have a fitted effect of over 55% in size
Target sequence (P14618 whole entry, looked up, canonical isoform): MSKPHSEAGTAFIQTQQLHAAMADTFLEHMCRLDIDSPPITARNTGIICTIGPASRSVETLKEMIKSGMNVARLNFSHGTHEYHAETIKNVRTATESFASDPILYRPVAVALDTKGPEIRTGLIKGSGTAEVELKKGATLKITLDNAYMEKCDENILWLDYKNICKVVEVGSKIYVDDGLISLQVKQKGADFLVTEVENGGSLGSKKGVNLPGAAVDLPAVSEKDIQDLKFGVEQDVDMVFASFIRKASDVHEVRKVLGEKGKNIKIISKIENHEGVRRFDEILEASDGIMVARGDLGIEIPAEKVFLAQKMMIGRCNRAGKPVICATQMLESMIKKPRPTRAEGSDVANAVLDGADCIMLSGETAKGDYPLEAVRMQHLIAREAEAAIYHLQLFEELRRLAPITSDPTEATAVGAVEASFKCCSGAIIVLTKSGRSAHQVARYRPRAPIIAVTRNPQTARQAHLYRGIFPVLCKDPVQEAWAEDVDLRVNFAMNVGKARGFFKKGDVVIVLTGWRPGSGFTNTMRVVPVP
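Purified hPK-M2 (>95% pure) converted ADP (0.1 mM final) to ATP with 0.5 mM PEP in 50 mM imidazole pH7.2, KCl, MgCl2, Tween 20, BSA; 1 h at room temperature. ATP detected by Kinase-Glo luminescence.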
MBNL1 CUG block: qHTS Assay for Inhibitors of MBNL1-poly(CUG) RNA binding; Muscleblind-like protein 1 (Homo sapiens), Q9NR56; TR-FRET MBNL1-His/biotin-(CUG)12 binding, 665/545 ratio; Potency, µM (highest dose often 57.5 µM), for the others: top-dose activity change, negative = inhibition, hits mostly inhibitors; 0.036% of 280,000 active; active = well fitted inhibition curve with a large enough effect in the signal ratio, with a control signal flat, not every such curve was filed as active; inconclusive = small, poorly fitted or top-dose-only effect, or effect the other way, or a change in a side signal; inactive = no such curve, though single readings can be large or run the other way; the % refers to the signal ratio; also: potency is read from the fitted curve at half-maximal effect; % is scaled to controls: 0 for no effect and ±100 for the full control effect
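TR-FRET between His-tagged MBNL1 and biotin-(CUG)12 RNA, detected with Tb anti-His antibody (0.055 ng/ul) and streptavidin-XL665 (5 nM), 60 min at room temperature. Compounds titrated 92 nM to 58 uM; 665/545 nm ratio normalized to buffer and complex controls.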
Menin-MLL TR inh: qHTS Assay for Inhibitors Targeting the Menin-MLL Interaction in MLL Related Leukemias: Competition With Texas Red Labeled MLL-derived Mutant Peptide; O00255; Menin + Texas Red MLL mutant peptide, fluorescence polarization; Potency, µM (highest dose often 61.6 µM), for the others: at the top dose FP activity change, negative = inhibition, actives largely listed as inhibitors; 0.23% of 270,000 active; active = well fitted inhibition curve with a large enough effect in the polarisation, with a control signal flat, not every such curve was filed as active; inconclusive = small, poorly fitted or top-dose-only effect, or effect the other way, or a change in a side signal; inactive = no such curve, though single readings can be large or run the other way; the % refers to the polarisation; also: potency is read from the fitted curve at half-maximal effect; % of control where 0% means no effect; many of its hits are not listed in these tables
Numbers without * were called inactive; ? = inconclusive; · = no result given; & = joins results of further samples; [ ] = dose if it differs, or a comment. Unless noted, calls follow the shape of the dose curve; as a rule, active = well fitted curve in the direction sought with a large enough effect; inconclusive = small, poorly fitted or top-dose-only effect, or another doubt; inactive = no such curve, though single readings can be large; an effect the other way counts as inactive or inconclusive. Some of the compounds tested; the hit share may differ from the screen's.

item	structure	ASM inhibitor	USP2a block	GALK inhibitor	TSHR antagonist	KCNH2 WT inh	PKM2 act	Menin-MLL TR inh	Chronic BCR inh	Eya2 phos inh	Mito fusion yeast	MBNL1 CUG block
1	C=CCNC(=S)N1CCN(c2ccccc2Cl)CC1	0%	17%	-3%	7	4	4%	-10%	?	?	-29%	-3%
2	O=C(CNC(=O)OCc1ccccc1)Nc1ccc(F)cc1	7%	6%	·	-13	-7	·	·	?	1%	3%	·
3	CCN(C(=O)COC(=O)C12CC3CC(CC(NC(C)=O)(C3)C1)C2)C1CCCCC1	3%	2%	·	?	15	·	·	-2%	12%	1%	·
4	O=C(Cn1c(=O)cnc2ccccc21)NCC(=O)Nc1ccc(F)c(F)c1	-1%	1%	·	·	14	·	·	1%	-12%	-8%	·
5	Cc1ccc(C(=O)NNC(=O)c2ccc(C)cc2)cc1	-2%	0%	6%	-2	-4	2%	6%	-10%	10%	-6%	-4%
6	O=C(O)c1ccc(N/N=C/c2c[nH]c3ccccc23)cc1	14%	1%	-2%	-14	-5	·	-20%	?	-6%	5%	?
7	N=C1C(c2ccccc2)=C(O)CN1NC(=O)c1ccccc1	-2%	2%	4%	-2	-3	-4%	-9%	-9%	-9%	-4%	-4%
8	Nc1c(N(CCC2=CCCCC2)C(=O)Cc2ccccc2F)c(=O)[nH]c(=O)n1Cc1ccccc1	4%	-3%	·	12	8	·	·	7%	3%	-4%	·
9	COc1cc(OC)cc(C(=O)N2CCN(c3ncccn3)CC2)c1	0%	1%	1%	13	-9	1%	6%	5%	-14%[15.4 µM]	1%	-7%
10	COc1ccc(C(=O)NC(C)CCc2ccccc2)c(O)c1 (stereo unspecified)	-5%	0%	3%	14	0	·	32%[activator]	-2%	12%	15%	8%
11	CCN(CC)S(=O)(=O)c1ccc(C(=O)NCCN2C(=O)S/C(=C\c3cccnc3)C2=O)cc1	-11%	3%	-6%	8	·	24%	-7%	-28%	2%	-1%	·
12	CCCC(=O)NC(c1ccco1)c1cc(Cl)c2cccnc2c1O (stereo unspecified)	-5%	0%	0%	4	8	0%	-19%	?	-33%	13%	6%
13	COC(=O)/C=C/c1ccc(-n2cncn2)cc1	3%	1%	6%	-5	-7	-3%	-12%	?	5%	0%	?
14	C/C(=N\Nc1nc(N)cc(Cl)n1)c1ccc(Cl)c(Cl)c1	-1%	-1%	-1%	6	-8	-2%	7%	-21%	-1%	-11%	6%
15	CCCCn1c(N)c(NCCC(C)C)c(=O)[nH]c1=O	108%[activator]	6%	-1%	-10	-5	-4%	7%	10%	-5%	-5%	?
16	CC(C)CC(=O)N[C@H](C(=O)N[C@H](C(=O)N[C@@H](CC(C)C)[C@@H](O)CC(=O)N[C@@H](C)C(=O)N[C@@H](CC(C)C)[C@@H](O)CC(=O)O)C(C)C)C(C)C	-1%	-1%&1%	·	7&5	-4	0%	4%&1%	0%&1%	-18%&6%	-6%	-16%
17	COc1ccc(CN2CCC(C(=O)c3ccc(F)cc3)CC2)cc1	0%	2%	0%	7	-7	-2%	-9%	3%	10%	-3%	4%
18	Cn1c(=O)c2cc(S(=O)(=O)NC(C(=O)NC3CCCCC3)c3ccccc3)ccc2n(C)c1=O (stereo unspecified)	-3%	2%	1%	3	-1	5%	?	-1%	10%	3%	-1%
19	Cc1ccc(C(=O)NNC(=O)c2cc(OCC(F)(F)F)ccc2OCC(F)(F)F)cc1	-7%	5%	2%	4	-21	-5%	25%	1%	-5%	0%	-2%
20	Cc1ccc(NS(=O)(=O)c2cc(C(=O)Nc3cccc([N+](=O)[O-])c3)ccc2C)cc1	?	-3%	0%	?	-19	-1%	?	?	2%	?	·
21	C[C@@H](CO)NC(=O)c1ccc2c3n(nc2c1)-c1ccc(Cl)cc1CO3	1%	5%	-2%	-1	2	-4%	·	0%	-1%	-14%	?
22	CCN1C(=O)C2(C(C(=O)c3ccc(C)o3)=C(O)C(=O)N2CCCN2CCOCC2)c2ccccc21 (stereo unspecified)	1%	1%	-1%	·	0	-16%	9%	3%	29%	0%	?
23	CCc1ccc(CN2CC(C(=O)O)CC2=O)cc1 (stereo unspecified)	1%	1%	-2%	4	0	-2%	·	14%	15%	0%	1%
24	Cc1ccc(NC(=O)NC(=O)N(C(C)C)S(=O)(=O)c2ccc(C)cc2)cc1	1%	-6%	5%	1	2	-9%	15%	?	-5%	-5%	-6%
25	C[C@H](CO)N1C[C@H](C)[C@@H](CN(C)S(=O)(=O)c2ccc(F)cc2)Oc2ccc(NC(=O)Cc3cn(C)c4ccccc34)cc2C1=O	3%	-8%	·	-1	1	·	·	-1%	-19%	·	·
26	O=C(c1cc(-c2ccc(F)cc2)on1)N1CCCC1	5%	4%	0%	21	0	-7%	-14%	?	11%	1%	11%
27	Cc1ccccc1NC(=O)C(=O)NC(C)CCc1ccccc1 (stereo unspecified)	0%	3%	1%	-2	-11	-8%	-10%	?	4%	5%	·
28	CCCCc1nc2n[nH]c(N)c2c2c1CCC2	-1%	1%	-2%	6	-4	4%	1%	0%	-7%	12%	-11%
29	Cc1ccc(C)c(Sc2ccc(NC(=O)CCl)cc2)c1	-2%	-2%	-3%	-1	-5	5%	15%	10%	-10%	6%	·
30	CC(=O)N1CCc2cc(S(=O)(=O)NCCC(=O)NC3CCCCCC3)ccc21	2%	1%	-5%	-2	5	·	-10%	0%	4%	-2%	-6%

Record cards, as listed above. Order of values: ASM inhibitor | USP2a block | GALK inhibitor | TSHR antagonist | KCNH2 WT inh | PKM2 act | Menin-MLL TR inh | Chronic BCR inh | Eya2 phos inh | Mito fusion yeast | MBNL1 CUG block
Results for Cc1ccc(C(=O)NNC(=O)c2ccc(C)cc2)cc1 → -2% | 0% | 6% | -2 | -4 | 2% | 6% | -10% | 10% | -6% | -4%
Results for N=C1C(c2ccccc2)=C(O)CN1NC(=O)c1ccccc1 → -2% | 2% | 4% | -2 | -3 | -4% | -9% | -9% | -9% | -4% | -4%

Part of the list above in order of number of heavy atoms, rising.
item	structure	ASM inhibitor	USP2a block	GALK inhibitor	TSHR antagonist	KCNH2 WT inh	PKM2 act	Menin-MLL TR inh	Chronic BCR inh	Eya2 phos inh	Mito fusion yeast	MBNL1 CUG block
1	C=CCNC(=S)N1CCN(c2ccccc2Cl)CC1	0%	17%	-3%	7	4	4%	-10%	?	?	-29%	-3%
7	N=C1C(c2ccccc2)=C(O)CN1NC(=O)c1ccccc1	-2%	2%	4%	-2	-3	-4%	-9%	-9%	-9%	-4%	-4%
16	CC(C)CC(=O)N[C@H](C(=O)N[C@H](C(=O)N[C@@H](CC(C)C)[C@@H](O)CC(=O)N[C@@H](C)C(=O)N[C@@H](CC(C)C)[C@@H](O)CC(=O)O)C(C)C)C(C)C	-1%	-1%&1%	·	7&5	-4	0%	4%&1%	0%&1%	-18%&6%	-6%	-16%
